NCI-60 one-dose screen, 48 h, at 10 µM unless noted. Numbers give growth in % (100 = growth as untreated, 0 = no growth, -100 = all killed).
UACC-257 = UACC-257 melanoma | hit rate 4.4% among 78,000
MDA-MB-435 = MDA-MB-435 melanoma | hit rate 7.8% among 82,000
M14 = M14 melanoma; hit rate 6.2% among 80,000; AID 1794745
UACC-62 = UACC-62 melanoma; hit rate 5.4% among 81,000
SK-MEL-2 = SK-MEL-2 melanoma; hit rate 4.7% among 77,000
SK-MEL-28 = SK-MEL-28 melanoma. hit rate 4.1% among 81,000. AID 1794761
SK-MEL-5 = SK-MEL-5 melanoma. hit rate 6.4% among 80,000. AID 1794755
MALME-3M = MALME-3M melanoma | hit rate 5.8% among 78,000
* = called active by the depositor; . = not tested or not shown; & = joins results of further samples. Rule for the calls: active = growth percent below 10; inactive = the rest. Outcome played no part in choosing rows; any-hit rate near 11%.

SMILES | UACC-257 | MDA-MB-435 | M14 | UACC-62 | SK-MEL-2 | SK-MEL-28 | SK-MEL-5 | MALME-3M
COc1cccc(-c2cc(-c3cccc(NS(C)(=O)=O)c3)nc(N)c2C#N)c1O | 80 | -21* | 41 | 53 | 69 | 77 | 12 | -5.5*
Cc1c(C(=O)NCc2ccccc2)[n+](=O)c2cc(F)ccc2n1[O-] | . | 93 | 99 | 104 | 41 | 91 | 87 | 114
Cn1ccc2cc(NC(=O)CN=[N+]=[N-])ccc21 | 110 | 105 | 112 | 93 | 96 | 103 | 102 | 106
CC1=CC(=O)C(C(C)C)=CC1=Nc1cc(Br)c(O)c(Br)c1 | 95 | -12* | . | 23 | 24 | 43 | 14 | 97
COc1ccc(Nc2nc(C)c(/C(C)=N/NC(=S)Nc3ccccc3)s2)cc1 | 110 | 94 | 94 | 85 | 105 | 98 | 88 | 106
COc1ccc(C2CC(=O)N(c3cc(OC)c(OC)c(OC)c3)C3=NC(=O)N(C)C32)cc1 (centres undefined) | 102 | 103 | 108 | 104 | 105 | 107 | . | 110
O=C(O)CCCl | 111 | 109 | 129 | 110 | 123 | 105 | 99 | 115
N#CC1C(=O)NC(c2cccc([N+](=O)[O-])c2)c2sc3c(F)cccc3c21 (centres undefined) | 119 | 107 | 109 | 88 | 113 | 122 | 95 | 112
COc1cc(CNC(=O)/C=C/C=C/c2ccc3c(c2)OCO3)ccc1OCc1cn(-c2cccc([N+](=O)[O-])c2)nn1 | 88 | 95 | 102 | 67 | 93 | 109 | 69 | 81
Clc1ccc(Cl)c(N=Cc2ccc3c(c2)OCO3)c1 | 103 | 106 | 102 | 103 | 109 | 116 | 106 | 111
COc1cc(NCCCN(CC(C)C)CC(C)C)c2ncccc2c1 | 91 | 115 | 91 | 89 | 92 | 97 | 97 | 102
O=C(NNC(=O)c1ccncc1)Nc1cccc2ccccc12 | 104 | 125 | 104 | 98 | 93 | 115 | 106 | 102
Nc1ccc2c(c1)C(=O)c1ccc(N)cc1-2 | 92 | 106 | 118 | 102 | 92 | 116 | 107 | .
C=C(C)C1CC=C(C)/C(=N\NC(=O)c2ccncc2)C1 (centres undefined) | 103 | 104 | 109 | 103 | 117 | 112 | 109 | 110
C=C(C)CN=Cc1ccc(OC)c(OC)c1 | 97 | 95 | 102 | 97 | 96 | 96 | 95 | 89
Cn1nc([N+](=O)[O-])nc1-c1ccccc1 | 102 | 101 | 102 | 109 | 107 | 113 | 107 | 121
COc1ccc(-c2ccnc3c(-c4ccccc4)c(Nc4ccccc4)nn23)cc1 | 108 | 86 | 77 | 91 | 96 | 90 | 97 | 113
O=C1/C(=C\c2ccc(-c3ccccc3Cl)o2)C=C(c2ccc(Cl)cc2)N1Cc1ccccc1 | 87 | 95 | 99 | 97 | 102 | 111 | 85 | 131
O=C1c2cccc3cccc(c23)C(=O)N1C/C=C/c1ccc2c3c(cccc13)C(=O)N(Cc1ccccc1)C2=O | 104 | 100 | 112 | 101 | 111 | 102 | 100 | 103
CC(=O)c1cccc(Nc2ncnc3ccc(NC(=O)c4ccco4)cc23)c1 | 95 | 83 | 87 | 84 | 98 | 99 | 70 | 98
CCN1C(=O)N(CC)C2C1NN=c1s/c(=C3\C(=O)N(CCc4ccccc4)c4ccccc43)c(=O)n12 (centres undefined) | 53 | -41* | 14 | 28 | 55 | 44 | 7.7* | 33
O=C(N/N=C/c1c(Cl)cccc1Cl)c1ccccc1Nc1cccc(C(F)(F)F)c1 | 102 | 110 | 99 | 87 | 71 | 99 | 73 | .
CSc1ccc(/C(=N/NC(N)=S)c2ccc(F)cc2)cc1 | 96 | 95 | 99 | 76 | 93 | 99 | 91 | 81
O=C(O)c1cn(C2CC2)c2cc(N3CCN(Cn4nc(-c5ccccn5)oc4=S)CC3)c(F)cc2c1=O | 101 | 101 | 82 | 98 | 104 | 117 | 101 | 104
COc1cc(-c2cc(-c3ccc(Cl)cc3)nc(N3CCOCC3)c2C#N)cc(OC)c1OC | 90 | 100 | 48 | 80 | 77 | 80 | 56 | 132
CCOC(=O)C1CN(C(C)(C)C)C(=O)C1=O (centres undefined) | 98 | 104 | 99 | 104 | 107 | 106 | 105 | 104
COc1ccc(NC(=S)N(CCC#N)C2CCCCC2)cc1 | 94 | 88 | 101 | 95 | 95 | 108 | 93 | 98
CC[C@@H](C(=O)[C@H](C)[C@H](O)[C@@H](C)[C@H]1O[C@H]([C@@H](CC)C(=O)N(CC)CC)CC[C@H]1C)C1O[C@]2(C=C[C@@H](O)[C@]3(CC[C@@](C)([C@H]4CC[C@](O)(CC)[C@H](C)O4)O3)O2)[C@H](C)C[C@@H]1C (some centres undefined) | 12 | 26 | 12 | 14 | 0.1* | 27 | -75* | -20*
O=C1CS/C(=N\Nc2cc(=O)[nH]c3ccccc23)N1c1ccccc1 | 100 | 83 | 104 | 85 | 100 | 111 | 96 | 97
CCN1C(=O)N(CC)C2C1NC(=O)N2/N=C/C=C/c1ccccc1 (centres undefined) | 36 | -2.8* | 29 | 21 | 34 | 53 | 18 | 51
COc1cc(NC(=O)C2=C(C)NC(C)=C(C(=O)Nc3cc(OC)c(Cl)cc3OC)C2c2cccc([N+](=O)[O-])c2)c(OC)cc1Cl | 47 | 9.7* | 20 | 28 | 10 | 24 | -5.5* | 38
CC1=C(C#N)c2nc3cnccc3c(=O)n2[C@]1(C)O | 96 | 100 | 101 | 97 | 113 | 108 | 97 | 91
O=C1NC(=O)c2c(Br)c(Br)c(Br)c(Br)c21 | 102&102 | 106&110 | 95&113 | 95&104 | 101&103 | 104&119 | 100&100 | 96
CCOC(=O)Nc1cc(-c2ccc(C)c(NS(C)(=O)=O)c2)nn2c(C)nnc12 | . | 9.2* | 19 | 13 | 14 | 14 | -57* | -25*
COc1nc(NC=O)cc(=O)n1C | 93 | 125 | 100 | 103 | 87 | 118 | 109 | 143
Cc1c(-c2nnc(-c3cccc4ccccc34)o2)nnn1-c1ccc([N+](=O)[O-])cc1 | 111 | 102 | 91 | 100 | 122 | 106 | 93 | 93
COc1cccc(-c2nn(-c3ccccc3)cc2-c2ccncc2)c1 | 72 | 52 | 69 | 45 | 69 | 75 | 39 | 51
CC(C)[C@H](NC(=O)CSc1nnc(-c2ccc(NC(=O)c3cccnc3)cc2)o1)C(=O)O | 103 | 107 | 104 | 101 | 107 | 109 | 100 | 113
COc1ccc(-n2nc(C)c3c(Nc4ccc(NC(=O)Nc5ccc(Cl)c(C(F)(F)F)c5)cc4)ncnc32)cc1 | -17* | -9.9* | -27* | 4.8* | -30* | 4.8* | -45* | -28*
Cc1cccc(OCC2CO2)c1 (centres undefined) | 88 | 100 | 107 | 100 | 109 | 115 | 103 | 80

Profiles as entered above. Order of screens: UACC-257, MDA-MB-435, M14, UACC-62, SK-MEL-2, SK-MEL-28, SK-MEL-5, MALME-3M
COc1cc(NC(=O)C2=C(C)NC(C)=C(C(=O)Nc3cc(OC)c(Cl)cc3OC)C2c2cccc([N+](=O)[O-])c2)c(OC)cc1Cl as listed: 47, 9.7*, 20, 28, 10, 24, -5.5*, 38
CCN1C(=O)N(CC)C2C1NC(=O)N2/N=C/C=C/c1ccccc1 (centres undefined) as listed: 36, -2.8*, 29, 21, 34, 53, 18, 51

Next part:
SMILES | UACC-257 | MDA-MB-435 | M14 | UACC-62 | SK-MEL-2 | SK-MEL-28 | SK-MEL-5 | MALME-3M
CC(C)(C)OC(=O)CN1CCc2c(sc3ncnc(N4CCN(c5ccc(F)cc5)CC4)c23)C1 | 98 | 93 | 98 | 68 | 92 | 92 | 92 | 91
O=c1c2cc(F)ccc2sc2c(NCc3ccccc3)nc3ccc(F)cc3c12 | 107 | 102 | 100 | 79 | 100 | 117 | 98 | 102
NNC(=O)c1nc2ccccc2[nH]1 | 66 | 109 | 92 | . | 99 | 111 | 103 | 107
S=C(N/N=C/c1ccc(Cl)c(Cl)c1)Nc1cccc2ccccc12 | . | 90 | 99 | 103 | 111 | 116 | 97 | 90
N#CC(c1ccccc1)C(C/C(=N\O)c1ccccc1)c1ccccc1 (centres undefined) | 83 | 107 | 96 | 85 | 74 | 89 | 79 | 78
N=C1NC(=O)SC1N=Nc1ccccc1 (centres undefined) | 96 | 94 | 105 | 90 | . | 95 | . | 107
O=C1Nc2ccccc2/C1=C/c1cn(CC(O)Cn2cc(/C=C3\C(=O)Nc4ccccc43)c3ccccc32)c2ccccc12 (centres undefined) | -51* | -88* | -81* | -75* | -58* | -85* | -80* | -76*
COc1cc(C=C2C(=O)OC(C)(C)OC2=O)cc(OC)c1OC | 102 | 99 | 94 | 95 | 108 | 106 | 99 | 84
CC(=O)Nc1nonc1-c1nc2ccccc2n1Cc1ccc(C#N)cc1 | 99 | 94 | 102 | 88 | 90 | 105 | 97 | 96
CSCc1nc2c([nH]1)c(=O)n(C)c(=O)n2C | 78 | 98 | 101 | 89 | 94 | 107 | 101 | 106
N#Cc1nc(-c2cccs2)oc1NCC(c1ccc(Cl)cc1)N1CCCCC1 (centres undefined) | 103 | 94 | 91 | 86 | 95 | 103 | 98 | 85
Cc1cc(N/N=C/c2ccccn2)nc2ccccc12 | -23* | 30 | -40* | -46* | 50 | 18 | -44* | 8.2*
CNC(=O)c1ccc(-c2cnc3ncc(Cc4ccc5ncccc5c4)n3n2)cc1F | 101&98 | 100&110 | 106&110 | 100&112 | 87 | 103&113 | 91&98 | 89&106
C1N2CN3CN1CN(C2)C3 | 106 | 98 | 95 | 109 | 114 | 104 | 109 | 92
COc1cc(OC)cc(N2C(=O)N(Cc3ccc(C(C)(C)C)cc3)c3ccccc3S2(=O)=O)c1 | 105 | . | 85 | 91 | 88 | 92 | 86 | 64
CC[C@]12C=CCN3CC[C@@]4(c5ccc(OC)cc5N(C)[C@H]4[C@@](O)(C(=O)OC)[C@@H]1OC(=O)CCCN1CCCCC1)[C@@H]32 | 100 | 104 | 102 | 114 | 105 | 135 | 100 | 103
O=[N+]([O-])c1cc(Br)c(F)cc1F | 120 | 108 | 105 | 101 | 106 | 106 | . | 112
Brc1ccc(-c2n(Cc3ccc4ccccc4c3)c(-c3ccccc3)c(-c3ccccc3)[n+]2Cc2ccc3ccccc3c2)cc1 | -90* | -91* | -91* | -89* | -90* | -96* | -99* | -91*
COc1ccc(-c2c(NC(=O)Nc3cccc(C(F)(F)F)c3)cnn2-c2ccc(S(N)(=O)=O)cc2)cc1 | 99 | 88 | 87 | 90 | 98 | 93 | 96 | 89
NC(N)=N/N=C(\N=Nc1ccccc1)c1ccc(Cl)cc1 | 71 | 5.7* | 10 | -30* | 52 | 75 | 65 | 86
O=C(O)c1ccccc1C(=O)Nc1ccc(Cl)cc1 | 78 | 86 | . | 49 | 102 | 97 | 94 | 109
c1ccc2[nH]c(-c3ccncc3)nc2c1 | 121 | 119 | 124 | 104 | 107 | 113 | 101 | 123
C=C1C(=O)O[C@H]2[C@H]1CC/C(C(=O)NCCCNC(=O)/C1=C/CC[C@@]3(C)O[C@H]3[C@H]3OC(=O)C(=C)[C@@H]3CC1)=C\CC[C@@]1(C)O[C@@H]21 | 92 | 103 | 97 | 94 | 99 | 100 | 99 | 97
CC12SCC(C(=O)NCc3ccc(Cl)cc3Cl)N1C(=O)c1ccccc12 (centres undefined) | 79 | 102 | 108 | 82 | 93 | 109 | 93 | 108
Cc1ccc(N[C@H]2[C@H]3OC(C)(C)O[C@H]3[C@@H](C3COC(C)(C)O3)O[P@]2(=O)c2ccccc2)cc1 (some centres undefined) | 102 | 91 | 102 | 90 | 115 | 105 | 101 | 94
CNc1ccc(Br)c2c1C(=O)c1ccccc1C2=O | 121 | 108 | 118 | 96 | 129 | 115 | 110 | 117
Cc1nc(C(F)(F)F)c(F)c(=O)[nH]1 | 91 | 101 | 99 | 104 | 75 | 109 | 103 | 99
NC(=O)[C@@H]1CC2CCC1C2 (some centres undefined) | 111 | . | 118 | 110 | 119 | 109 | 109 | 101
CC(=O)c1ccc(Cl)s1 | 103 | 105 | . | 115 | 103 | 110 | 108 | 105
O=C(O)c1ccc(-n2cc(/C=N/Nc3ccccc3)c(-c3cc4ccc(O)cc4oc3=O)n2)cc1 | 104 | 57 | 63 | 30 | 92 | . | 90 | 96
O=C(O)c1ccc(-c2ccc(/C=N/NC(=O)c3[nH]c4ccc(Br)cc4c3-c3ccccc3)s2)cc1O | 102 | 70 | 74 | 17 | 28 | 48 | 84 | 95
C=C(C)CNC(=O)C1CC(C)=CC(C)C1C (centres undefined) | 93 | 98 | 96 | 97 | 99 | 101 | 101 | 87

Given as labelled records: 3 of the compounds above.
O=C1CS/C(=N\Nc2cc(=O)[nH]c3ccccc23)N1c1ccccc1
- UACC-257 = 100
- MDA-MB-435 = 83
- M14 = 104
- UACC-62 = 85
- SK-MEL-2 = 100
- SK-MEL-28 = 111
- SK-MEL-5 = 96
- MALME-3M = 97
CCN1C(=O)N(CC)C2C1NC(=O)N2/N=C/C=C/c1ccccc1 (centres undefined)
- UACC-257 = 36
- MDA-MB-435 = -2.8*
- M14 = 29
- UACC-62 = 21
- SK-MEL-2 = 34
- SK-MEL-28 = 53
- SK-MEL-5 = 18
- MALME-3M = 51
COc1cc(NC(=O)C2=C(C)NC(C)=C(C(=O)Nc3cc(OC)c(Cl)cc3OC)C2c2cccc([N+](=O)[O-])c2)c(OC)cc1Cl
- UACC-257 = 47
- MDA-MB-435 = 9.7*
- M14 = 20
- UACC-62 = 28
- SK-MEL-2 = 10
- SK-MEL-28 = 24
- SK-MEL-5 = -5.5*
- MALME-3M = 38
